Screening results as filed in PubChem.
STAT1 inh: inhibitors of IFN-gamma induced STAT1 signaling; NIH 3T3 STAT1-luciferase reporter, luminescence; inhibition, % at 5.5 µM; actives 0.35% (n = 200,000);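 active = inhibition above a set limit, the mean inhibition across all tested compounds plus 3 SD, cut at about 34% in these data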;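 also: 0% = IFN-gamma with DMSO and 100% = IFN-gamma with 300 µM nifuroxazide; values of inactives mirror those of a sister screen read the other way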
STAT3 activator: STAT3 signaling activation | activation (% of control), % at 5.6 µM | AID 871 | U3A cells, IL-6 STAT3-luciferase reporter, luminescence; 100% = signal with IL-6 EC80 alone | actives 0.91% (n = 190,000);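 active = activation above the screen-wide mean of compound activation plus 3 SD, cut at about 130% in these data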;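 also: 0% = background luminescence of wells with medium and substrate only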
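Test system: Human STAT1-deficient U3A cells with stable STAT3-luciferase reporter | Also added: Interleukin-6, 33 ng/mL | Timing: Compound pre-incubation 1 h before IL-6, then 6 h stimulation at 37 °C | Technique: Luciferase reporter luminescence | Read-out: Percent of IL-6-only median luminescence | Benchmarks: IL-6-only wells as 100% reference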
STAT3 inh: reduces IL-6 driven STAT3 reporter signal; U3A cells, IL-6 STAT3-luciferase reporter, luminescence; host cell line lacks STAT1; inhibition, % at 5.5 µM; actives 0.89% (n = 190,000); AID 862;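 active = inhibition above the mean inhibition across all screened compounds plus 3 SD, cut at about 44% in these data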;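 also: 0% = DMSO only wells and 100% = 100 µM nifuroxazide control wells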
Hsp70 activator: switches on Hsp70 transcription; HeLa Hsp70 promoter luciferase reporter, luminescence; scaled: vehicle 0, proteasome-inhibitor control 100%; actives 0.04% (n = 200,000); activation, % at 10 µM;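 active = activation above the mean across all tested compounds plus 3 SD, cutoff set per campaign, cut at about 5.5% in these data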;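 also: 100% = MG132 at 30 µM as the positive control and 0% = DMSO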
TLR4-MyD88 BLA: blocks binding of human TLR4 to MyD88. O00206+Q99836. inhibition, % at 8.4 µM. HeLa CL3-4 TLR4/MyD88 BLA complementation, FRET ratio. actives 0.18% (n = 200,000); in the data active = inhibition above about 25%;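 also: 0% = vehicle and 100% = reference inhibitor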
Target sequence (O00206 whole entry, looked up): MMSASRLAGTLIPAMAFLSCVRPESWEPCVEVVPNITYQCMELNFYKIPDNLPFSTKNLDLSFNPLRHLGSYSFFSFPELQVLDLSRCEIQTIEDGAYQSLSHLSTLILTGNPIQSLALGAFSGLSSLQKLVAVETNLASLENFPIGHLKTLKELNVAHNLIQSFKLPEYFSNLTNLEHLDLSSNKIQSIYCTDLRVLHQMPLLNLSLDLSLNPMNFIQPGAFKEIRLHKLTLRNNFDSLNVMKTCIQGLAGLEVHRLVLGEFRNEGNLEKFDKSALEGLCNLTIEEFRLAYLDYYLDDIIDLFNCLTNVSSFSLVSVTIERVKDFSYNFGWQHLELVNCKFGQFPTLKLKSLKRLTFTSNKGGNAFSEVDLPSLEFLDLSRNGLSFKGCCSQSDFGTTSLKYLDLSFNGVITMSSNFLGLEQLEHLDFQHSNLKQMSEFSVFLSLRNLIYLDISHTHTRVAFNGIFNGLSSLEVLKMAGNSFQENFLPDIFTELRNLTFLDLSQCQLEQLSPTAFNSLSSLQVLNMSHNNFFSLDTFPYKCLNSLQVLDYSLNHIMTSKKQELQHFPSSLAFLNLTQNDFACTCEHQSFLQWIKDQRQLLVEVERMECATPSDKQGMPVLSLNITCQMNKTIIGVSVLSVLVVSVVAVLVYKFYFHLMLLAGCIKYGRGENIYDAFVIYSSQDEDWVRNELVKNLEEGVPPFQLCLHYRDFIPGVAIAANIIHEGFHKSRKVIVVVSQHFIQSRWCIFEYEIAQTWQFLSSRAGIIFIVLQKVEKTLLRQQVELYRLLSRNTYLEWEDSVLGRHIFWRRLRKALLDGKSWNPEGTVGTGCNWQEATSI
Target sequence (Q99836 whole entry, looked up): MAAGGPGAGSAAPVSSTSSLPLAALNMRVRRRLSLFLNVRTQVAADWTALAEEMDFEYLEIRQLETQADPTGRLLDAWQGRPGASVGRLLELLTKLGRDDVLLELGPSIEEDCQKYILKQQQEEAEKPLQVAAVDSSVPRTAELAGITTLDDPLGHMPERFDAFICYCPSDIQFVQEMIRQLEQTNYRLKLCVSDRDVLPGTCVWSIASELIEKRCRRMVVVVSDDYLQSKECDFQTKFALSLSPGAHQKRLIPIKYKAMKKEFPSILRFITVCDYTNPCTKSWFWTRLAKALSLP
APP 5UTR inh: APP translation inhibition; SH-SY5Y APP 5'UTR-luciferase reporter, luminescence; inhibition, % at 2 µM; actives 0.82% (n = 190,000); AID 1285;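 active = inhibition above a set limit, derived from the sample mean plus 3 SD, cut at about 45% in these data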; also: values of inactives mirror those of a sister screen read the other way
Diaphorase act: diaphorase activation or chemical reduction counter-screen; activation factor at 20 µM; AID 1229; actives 0.005% (n = 190,000); Diaphorase/resazurin coupled assay, resorufin fluorescence, 16 min; stronger effect = higher value; 1 = vehicle wells, 0 = NADH-free wells;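 active = diaphorase activity raised at least twofold by the compound at 20 µM; inactive = activation factor below 2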
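Test system: Clostridium kluyveri diaphorase, purified enzyme; input: enzyme 0.07 U/mL final; buffer or medium: 50 mM HEPES pH 7.4 with 4.542 mM MgCl2, 0.005% Tween 20; also added: 0.114 mM NADH and 0.1 mM resazurin, final amounts; schedule: 16 min enzyme reaction, ambient temperature; technique: fluorescence of resorufin, 544 nm excitation, 590 nm emission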
G6PDH CS: inhibits Leuconostoc G6PDH, flagging false hits in G6PDH-based assays | actives 0.12% (n = 200,000) | Purified L. mesenteroides G6PDH, diaphorase/resazurin coupled fluorescence, 45 min | inhibition, % at 5 µM; in the data active = inhibition above about 50%
Diaphorase inh: inhibits diaphorase or chemically oxidizes, flagging diaphorase assay artifacts; diaphorase resazurin-to-resorufin fluorescence, NADH, 16 min; bacterial (C. kluyveri) enzyme, not human; AID 1217; inhibition, % at 20 µM; actives 0.69% (n = 190,000);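 active = primary screen inhibition at 20 µM above a set limit, cut at about 50% in these data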;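 also: plate controls were DMSO with full reaction for no effect and wells lacking NADH for full effect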
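controls = No-NADH positive control and DMSO neutral control | system = Clostridium kluyveri diaphorase enzyme | timing = reaction incubation of 16 min at room temperature | signal = resorufin fluorescence 544/590 nm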
STAT1 activator: STAT1 signaling activation; NIH 3T3 STAT1-luciferase reporter, IFN-gamma, luminescence; 100% = IFN-gamma alone, no compound; activation (% of control), % at 5.5 µM; actives 2.6% (n = 200,000);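 active = activation above the screen-wide mean activation plus 3 SD, cut at about 130% in these data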;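 also: raw ratio to IFN-gamma control signal so 100% means no change and 0% no light; values of inactives mirror those of a sister screen read the other way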
* hit, by the source's call; & = joins results of further samples.

SMILES	STAT1 inh	STAT3 activator	STAT3 inh	Hsp70 activator	TLR4-MyD88 BLA	APP 5UTR inh	Diaphorase act	G6PDH CS	Diaphorase inh	STAT1 activator
S=C1NC2(CCCC2)Nc2ccccc21	10	143*	-48	-0.4	-2	-4	0.9	11	6	89
O=C(COC(=O)c1ccc(S(=O)(=O)N2CCCC2)cc1)Nc1cccnc1Cl	8	102	-2	-0.2	1	11	1	-3	1	93
O=C(CSc1nc2ccccc2c(=O)n1-c1ccccc1)N1CCc2ccccc21	11	87	12	-0.4	6	15	1	-26	-2	90
CCNC(=S)NNC(=O)c1cc(-c2cccc(C)c2)nc2ccccc12	13	79	27	-0.3	-16	-22	1.1	-1	-8	88
COc1ccc(CNC(=O)CSc2ncn[nH]2)cc1	-2	103	0	-0.5	-16	8	1	17	2	102
CCc1ccc(NC(=O)C(CC)Sc2nc3cc4c(cc3c(=O)n2Cc2ccco2)OCO4)cc1 (configuration not stated)	-9	101	6	-0.2	0	9	0.9	-1	12	108
CC12CN3CC(C)(CN(C1)C3c1ccc3c(c1)OCO3)C2 (configuration not stated)	5	104	-2	-0.2	1	-9	0.8	11	16	96
CC1CCN(S(=O)(=O)c2ccc(S(=O)(=O)NCC3COCCO3)cc2)CC1 (configuration not stated)	-2	98	9	-0.3	-6	-5	0.8	3	15	101
Cc1ccc(C(=O)Nc2cccc(C(=O)N3CCN(C)CC3)c2)cc1	-21	120	-24	-0.1	5	-25	0.9	14	9	118
Cc1nc(SCC(=O)Nc2ccccc2C(F)(F)F)c(C#N)c(C)c1CC(=O)c1ccc(Br)cc1	5	100	-3	0.1	-3	-3	1	-1	0	95
CN1CCN(C(=O)/C(=C\c2cccs2)NC(=O)c2cccs2)CC1	-2	105	-3	-0.1	20	-8	1.1	0	-10	102
CC1=NN(C(C#N)c2ccc(F)cc2)C(C)(C)C1 (configuration not stated)	2	95	16	0.0	0	-14	0.8	14	18	98
CCN(CC)CCNC(=O)c1ccc(-n2c(C)cc3c2CCCC3=O)cc1	1	108	-4	0.0	-6	-5	0.9	6	7	96
COc1ccc(CNc2ccc(-c3ccccc3OC)nn2)cc1	-6	89	17	-0.3	-7	4	0.8	-23	22	105
CCCOc1ccc(N2C(=O)CC(N3CCN(c4nc5ccccc5s4)CC3)C2=O)cc1 (configuration not stated)	2	94	12	-0.4	-13	8	1	-9	4	98
O=C(N/N=C/c1cn(Cc2ccccc2)c2ccccc12)c1cccnc1	17	73	35	0.1	-11	6	0.8	1	15	85
COc1ccc(Nc2nc(Cl)nc(Nc3ccc(OC)cc3)n2)cc1	-10	95	8	-0.3	-4	10	0.9	3	14	108
Cc1cc(NC(=O)CSc2nnc(COc3cccc(C)c3C)n2C)no1	10	110	-9	0.2	0	-5	0.7	-1	30	91
COc1ccc2cc(C(c3nnnn3Cc3ccc(F)cc3)N3CCCCCC3)c(=O)[nH]c2c1 (configuration not stated)	-3	97	8	-0.1	-6	0	0.9	6	11	102
CCCCN(CCCC)CCNC(=O)Cc1nc2c(c(=O)[nH]c(=O)n2C)n1C	0	100	3	-0.3	-6	0	1	12	-4	102
CCOC(=O)c1cnn(CCOC(=O)c2cccc(F)c2)c1NC(=O)c1cccc(F)c1	12	97	7	-0.1	-6	14	1.1	10	-5	90
CCOC(=O)N1CCN(C(=O)c2n[nH]c(=O)c3ccccc23)CC1	-1	102	0	0.1	4	-2	0.9	-8	14	100
Clc1cccc(Cl)c1CSc1nnc(/C=C/c2ccccc2)o1	-2	103	-3	-0.3	-5	-5	0.8	3	16	102
Cn1c(CNS(=O)(=O)c2ccc(F)cc2)n[nH]c1=S	-4	101	-1	-0.5	15	-26	0.9	9	12	104
O=C(NNC(=O)c1cc2cc(Br)ccc2oc1=O)c1ccc(O)cc1	-2	100	4	-0.1	8	1	0.9	-1	6	102

Filtered by structure, the entries above containing a Cl atom (three)
SMILES	STAT1 inh	STAT3 activator	STAT3 inh	Hsp70 activator	TLR4-MyD88 BLA	APP 5UTR inh	Diaphorase act	G6PDH CS	Diaphorase inh	STAT1 activator
O=C(COC(=O)c1ccc(S(=O)(=O)N2CCCC2)cc1)Nc1cccnc1Cl	8	102	-2	-0.2	1	11	1	-3	1	93
COc1ccc(Nc2nc(Cl)nc(Nc3ccc(OC)cc3)n2)cc1	-10	95	8	-0.3	-4	10	0.9	3	14	108
Clc1cccc(Cl)c1CSc1nnc(/C=C/c2ccccc2)o1	-2	103	-3	-0.3	-5	-5	0.8	3	16	102

Full records, looked up by structure. Order of values: STAT1 inh | STAT3 activator | STAT3 inh | Hsp70 activator | TLR4-MyD88 BLA | APP 5UTR inh | Diaphorase act | G6PDH CS | Diaphorase inh | STAT1 activator
CC12CN3CC(C)(CN(C1)C3c1ccc3c(c1)OCO3)C2 (configuration not stated) across the screens: 5 | 104 | -2 | -0.2 | 1 | -9 | 0.8 | 11 | 16 | 96
O=C(N/N=C/c1cn(Cc2ccccc2)c2ccccc12)c1cccnc1 across the screens: 17 | 73 | 35 | 0.1 | -11 | 6 | 0.8 | 1 | 15 | 85

Next part
SMILES	STAT1 inh	STAT3 activator	STAT3 inh	Hsp70 activator	TLR4-MyD88 BLA	APP 5UTR inh	Diaphorase act	G6PDH CS	Diaphorase inh	STAT1 activator
CCOc1ccc(C(=O)c2cccs2)cc1	-30	106	-3	0.0	-1	-43	0.8	9	16	125
C=CCn1c(SC(C)C(=O)NCCC2=CCCCC2)nc2ccccc2c1=O (configuration not stated)	2	98	3	-0.5	-4	-13	0.9	3	8	98
Cc1noc(C)c1C(=O)NC(C)C1CCCO1 (configuration not stated)	-6	102	2	-0.2	4	-14	0.9	5	11	106
CCOc1ccc(/C=N/OCC(=O)NCc2ccco2)cc1	-1	102	6	-0.2	9	-4	0.9	10	8	99
CCN(c1ccccc1)S(=O)(=O)c1cc(C(=O)OC(C)C(=O)Nc2ccc3c(c2)OCCO3)ccc1C (configuration not stated)	5	99	9	-0.2	-5	-17	0.7	9	29	94
Nc1c(C(=O)NCc2ccco2)nnn1CC(=O)Nc1ccc2c(c1)OCO2	-3	105	-4	0.9	-10	16	0.9	2	8	100
O=C(NCc1cccc(F)c1)C1CCN(S(=O)(=O)Cc2ccccc2)CC1	-7	104	-2	-0.3	7	10	0.8	6	17	106
CCOC(=O)c1oc2ccccc2c1NC(=O)c1ccc(S(=O)(=O)N2CCCC2)cc1	4	104	1	-0.5	-4	25	0.9	4	6	96
CCOC(=O)c1cnc(SC2CCc3ccccc3C2=O)nc1N (configuration not stated)	-11	126	-26	-0.6	-5	-20	0.7	16	32	110
COc1ccc(CN(C)CC(=O)Nc2ccc(SC(F)F)cc2)cc1OC	4	116	-8	0.0	-6	13	0.9	3	14	94
COC(=O)c1ccc(Cl)c(NC(C)=O)c1	3	93	12	-0.3	-1	2	0.9	1	13	97
CN1C(=O)CCC1(O)c1ccccc1 (configuration not stated)	7	92	12	-0.3	-6	-15	0.9	4	7	93
COc1ccc(-c2nnc(-c3ccc(OCC(C)C)cc3)o2)cc1	10	96	9	-0.2	-7	12	1	10	1	91
CN(CC(=O)OCC(=O)c1c(N)n(C)c(=O)n(C)c1=O)S(=O)(=O)c1ccc(Cl)cc1	3	96	10	-0.1	-16	3	0.9	-20	6	97
O=C(Nc1ccc(SC(F)F)cc1)c1ccccc1F	-65	100	0	0.0	-10	-126	0.9	5	8	161*
COc1cccc(C(=O)N(C)c2nnc(-c3ccncc3)s2)c1	1	92	13	-0.2	-22	-8	1	0	2	99
Cc1ccc(CCc2nnc(SCC(=O)Nc3cc(Cl)ccc3Cl)n2-c2ccccc2)o1	5	120	-19	-0.1	-4	9	0.8	-16	22	96
CC(C)c1ccc(O)c(NC(=S)NC(=O)CCc2ccccc2)c1	-6	99	3	-0.6	1	-1	0.9	1	10	104
CN(C)Cc1ccccc1Sc1ccc(O)cc1O	-9	100	3	-0.4	-5	-6	0.9	12	10	108
CCN1C(=O)/C(=C2\SC(=S)N(c3c(C)n(C)n(-c4ccccc4)c3=O)C2=O)c2ccccc21	3	99	9	-0.4	3	5	0.8	-30	24	97
CC(C)(C)NC(=O)CN(Cc1cccs1)C(=O)CCN1CCc2ccccc21	11	108	-1	-0.2	-3	7	0.9	10	11	89
Cn1cc(C(=O)Nc2ccc(Cl)cc2)c(C(F)(F)F)n1	10	98	4	0.0	3	4	0.9	6	11	91
CC(NC(=O)c1cccnc1)C(c1cccs1)N1CCN(C)CC1 (configuration not stated)	3	100	4	-0.2	2	-11	0.8	-1	19	97
COC(=O)c1sccc1NC(=O)C1C2C=CC(O2)C1C(=O)O (configuration not stated)	0	103	0	-0.3	2	-28	0.8	-1	22	100
COC(=O)CN(c1ccc(Cl)cc1C)S(C)(=O)=O	-2	103	-1	0.2	-2	-6	0.9	2	8	100

(continued)
SMILES	STAT1 inh	STAT3 activator	STAT3 inh	Hsp70 activator	TLR4-MyD88 BLA	APP 5UTR inh	Diaphorase act	G6PDH CS	Diaphorase inh	STAT1 activator
CC1CCC2(CC1)NC(CO)(CO)CO2 (configuration not stated)	-4	99	4	-0.8	-5	-24	1	1	3	104
CCc1ccc(NC(=O)C(=O)NCCN2CCN(Cc3ccc([N+](=O)[O-])cc3)CC2)cc1	-7	90	15	-0.4	-12	3	1	5	4	106
CSc1ccc(CNCCN2CCOCC2)cc1	-9	96	11	-0.2	-3	-2	0.8	11	19	108
Clc1ccc2c(c1)CCc1cccnc1C2=C1CCNCC1	-1	95	12	0.1&-0.4	10	-22	0.5&0.8	9&-3	47&18	101
O=C(CSc1nnc(-c2cccnc2)n1Cc1ccco1)Nc1nc(-c2ccc(F)cc2)cs1	-2	98	5	-0.4	-6	-8	0.8	0	18	102
COCCOC(=O)CSc1ncccc1-c1nc2cc(C)c(C)cc2[nH]1	-11	100	8	0.1	5	-43	0.9	0	6	110
Cc1nc(-n2nnc3ccccc32)c2c3c(sc2n1)CCCC3	0	99	4	-0.2	-2	10	0.8	5	20	100
CC(C)C(c1nnnn1C1CCCCC1)N1CCOCC1 (configuration not stated)	-5	99	11	-0.4	-8	-12	0.9	12	8	104
O=C(c1cc(N2C(=O)C3C4CCC(C4)C3C2=O)ccc1Cl)N1CCCCCC1 (configuration not stated)	8	92	17	0.6	1	6	0.9	0	7	93
O=S(=O)(c1cccc2nonc12)N1CCCCCC1	-5	94	11	0.4	-9	-7	1	9	0	103
COC(=O)CCN(C(=O)c1cccc([N+](=O)[O-])c1)c1ccccn1	0	98	10	0.0	8	1	1	0	4	100
O=C(Cn1cnc2c(nnn2Cc2ccc(F)cc2)c1=O)N1CCCc2ccccc21	3	93	12	0.0	10	-4	0.8	1	18	97
Cc1onc(-c2c(F)cccc2Cl)c1C(=O)N1CCCc2ccccc21	9	109	-6	-0.4	-9	1	0.9	3	14	91

Not a hit list; 6.1% or so of the library scored in one or more.
